Compound activity as filed in PubChem.
POLK inh: inhibitors of human DNA polymerase kappa; Q9UBT6; purified Pol kappa, fluorescent DNA synthesis assay, 10 min; Potency, µM (top dose mostly 107 µM), for inactives: at the highest dose activity, negative = inhibition, most hits filed as inhibitors; 400,000 compounds, 0.53% hits; AID 588579; note: % is set by controls: 0 for no effect and ±100 for the full control effect
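Kinetic fluorescence screen: compound preincubated 15 min RT with 10 nM enzyme; 50 nM substrate (final) initiates; reads at 0/10 min.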
APE1 inh: APE1 (human) endonuclease inhibition; P27695; recombinant APE1, TAMRA/BHQ-2 abasic DNA cleavage fluorescence; Potency, µM (doses to about 65.8 µM), for inactives: at the top dose activity change, negative = inhibition, usual class: inhibitors; 350,000 compounds, 0.35% hits;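 note: plate controls were vehicle for no effect and reference inhibitor for full effect; nearly all actives have a fitted effect of over 55% in size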
Target sequence (P27695 whole entry, looked up): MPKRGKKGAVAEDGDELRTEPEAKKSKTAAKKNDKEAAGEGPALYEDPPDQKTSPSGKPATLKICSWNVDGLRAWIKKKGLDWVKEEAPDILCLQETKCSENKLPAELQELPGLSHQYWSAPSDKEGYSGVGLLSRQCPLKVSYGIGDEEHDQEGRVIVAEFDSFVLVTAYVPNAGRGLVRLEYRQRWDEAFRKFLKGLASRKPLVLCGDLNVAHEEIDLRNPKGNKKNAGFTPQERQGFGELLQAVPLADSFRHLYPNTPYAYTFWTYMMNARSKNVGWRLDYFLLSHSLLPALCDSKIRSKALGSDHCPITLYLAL
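0.75 nM APE1 + cpd, 15 min RT; start w/ 50 nM TAMRA/BHQ-2 THF-abasic dsDNA; kinetic fluor 525/598 nm ×3 reads @60 s; Δ(read3−read1); normalized to DMSO and NSC13755 control wells.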
BAZ2B block: BAZ2B (human) inhibition; 360,000 compounds, 4.4% hits; AlphaScreen BAZ2B-H3K14Ac peptide displacement; Potency, µM (doses to about 114 µM), for inactives: at the highest dose activity change, negative = inhibition, actives largely listed as inhibitors; AID 504333; note: % is set by controls: 0 for no effect and ±100 for the full control effect; nearly all actives have a fitted effect of over 60% in size
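AlphaScreen displacement of biotin-H3(5-23)K14Ac peptide (50 nM final) from BAZ2B (50 nM final) in PBS pH 7.4, 0.01% Tween-20; complex preformed 30 min RT, then compounds (top 110 uM) 30 min RT, beads 20 min dark.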
Pol beta inh: inhibitors of human DNA polymerase beta; P06746; Pol beta primer extension/strand displacement, fluorescence kinetic; Potency, µM (highest dose often 114 µM), inactives show at the top dose activity change, negative = inhibition, actives largely listed as inhibitors; 340,000 compounds, 1.3% hits; note: % is set by controls: 0 for no effect and ±100 for the full control effect
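Pol beta (10 nM) and compounds were preincubated 15 min at room temperature, then 50 nM substrate (final) started primer extension/strand displacement. Reads were taken at 0 and 10 min; concentration-response data were fitted to a four-parameter Hill equation.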
BLM helicase inh: Bloom syndrome helicase (human) inhibition; recombinant BLM DNA unwinding, fluorescence dequenching; Potency, µM (series often up to 56.1 µM), for the others: at the top dose activity change, negative = inhibition, most hits filed as inhibitors; 350,000 compounds, 0.2% hits;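 note: plate controls were vehicle for no effect and no enzyme for full effect; nearly all actives have a fitted effect of over 35% in size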
Pol iota inh: inhibitors of human DNA polymerase iota; Q9UNA4; Pol iota fluorescent replication assay, 10 min; Potency, µM (series often up to 115 µM), inactives show at the highest dose activity, negative = inhibition, actives largely listed as inhibitors; 390,000 compounds, 1% hits; AID 588590
Target sequence (Q9UNA4 whole entry, looked up): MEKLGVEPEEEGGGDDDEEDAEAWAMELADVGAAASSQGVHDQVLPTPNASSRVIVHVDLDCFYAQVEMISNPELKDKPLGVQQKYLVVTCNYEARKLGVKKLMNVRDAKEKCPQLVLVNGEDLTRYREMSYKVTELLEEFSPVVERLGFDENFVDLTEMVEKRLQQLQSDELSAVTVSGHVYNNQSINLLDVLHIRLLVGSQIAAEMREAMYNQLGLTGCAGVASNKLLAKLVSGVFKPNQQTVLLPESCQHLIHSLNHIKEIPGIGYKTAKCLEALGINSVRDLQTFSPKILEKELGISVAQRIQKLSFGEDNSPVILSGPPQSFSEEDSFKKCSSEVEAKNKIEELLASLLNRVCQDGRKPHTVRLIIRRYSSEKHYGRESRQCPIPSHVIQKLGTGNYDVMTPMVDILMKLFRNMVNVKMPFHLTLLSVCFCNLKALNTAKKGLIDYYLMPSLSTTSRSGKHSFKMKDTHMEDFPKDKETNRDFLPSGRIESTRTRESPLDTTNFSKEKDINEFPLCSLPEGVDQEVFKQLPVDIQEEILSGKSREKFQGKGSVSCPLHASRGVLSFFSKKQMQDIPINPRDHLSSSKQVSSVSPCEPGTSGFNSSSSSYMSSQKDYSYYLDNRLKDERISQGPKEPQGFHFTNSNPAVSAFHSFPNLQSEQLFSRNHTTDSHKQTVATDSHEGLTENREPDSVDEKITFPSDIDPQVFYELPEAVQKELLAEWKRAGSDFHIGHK
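Pol iota at 10 nM preincubated 15 min with compounds at room temperature; reaction started with fluorescent substrate, 50 nM final. Fluorescence read kinetically at 0 and 10 min; buffer-only wells as negative control.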
G9a block: blocks human histone lysine methyltransferase G9a | Q96KQ7 | G9a H3K9 monomethylation, AlphaScreen, 2 h | Potency, µM (series often up to 102 µM), for the others: at the top dose activity, negative = inhibition, most hits filed as inhibitors | 350,000 compounds, 8.8% hits | AID 504332; note: % is set by controls: 0 for no effect and ±100 for the full control effect; nearly all actives have a fitted effect of over 75% in size
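G9a (20 nM) preincubated 15 min RT with compounds, then 500 nM biotinylated H3K9 peptide and 20 uM SAM added; 2 h RT reaction. Monomethyl-H3K9 product detected by AlphaScreen with anti-H3K9me1 antibody, streptavidin donor and anti-rabbit IgG acceptor beads.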
Apoferritin bind: candidate novel general anesthetic via apoferritin binding. P02791. apoferritin/1-aminoanthracene competitive binding, fluorescence. Potency, µM (doses to about 77.5 µM), for inactives: top-dose activity change, negative = displacement, usual class: inhibitors. 350,000 compounds, 0.074% hits. AID 485281; note: % is set by controls: 0 for no effect and ±100 for the full control effect; nearly all actives have a fitted effect of over 20% in size
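Probe: 1-aminoanthracene (50% saturated, PBS). Protein: horse-spleen apoferritin, 10 uM. Incubation: 10 min, room temperature. Detection: 380 nm excitation, 535 nm emission. Analysis: normalized response, four-parameter Hill.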
Pol eta inh: inhibitors of human DNA polymerase eta. Q9Y253. recombinant Pol eta, fluorescent DNA replication assay. Potency, µM (top dose mostly 114 µM), for the others: at the top dose activity change, negative = inhibition, most hits filed as inhibitors. 390,000 compounds, 1.2% hits; note: % is set by controls: 0 for no effect and ±100 for the full control effect
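Pol eta at 10 nM preincubated with compounds 15 min at room temperature; reaction started with fluorescent substrate (50 nM final) and read kinetically at 0 and 10 min.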
* hit, by the source's call; ? = inconclusive; / = no result given; & = joins results of further samples; ! = not active in a repeat; [ ] = another dose, or the depositor's remark. Calls come from the whole dose curve; as a rule, active = well fitted curve in the direction sought with a large enough effect; inconclusive = small, poorly fitted or top-dose-only effect, or another doubt; inactive = no such curve, though single readings can be large; an effect the other way counts as inactive or inconclusive. Potency is the fitted concentration of half-maximal effect. A portion of the library; count on the stated rates, not on these rows.

Values in the order – POLK inh | APE1 inh | BAZ2B block | Pol beta inh | BLM helicase inh | Pol iota inh | G9a block | Apoferritin bind | Pol eta inh
COc1ccc(NC(=S)N2CCN(c3ccc([N+](=O)[O-])cc3)CC2)cc1OC
    -9% | 1% | -33% | -14% | -8% | 79%[activator] | / | -15% | 4%
CN(Cc1nccs1)C(=O)c1ccc(OC2CCN(Cc3ccccn3)CC2)cc1
    -2% | 14% | -12% | 29% | -4% | 8% | / | -9% | 4%
CCc1nccn1CCC(=O)NC1CC(C)(C)Cc2c1cnn2-c1cccc(F)c1 (configuration not stated)
    -7% | 18% | -12% | 13% | -3% | 25% | 19% | -5% | -23%
Cc1cccc(-n2c(SCC(=O)N3CC(=O)Nc4ccccc43)nc3ccccc3c2=O)c1
    3% | 22% | -8% | 5% | 3% | 35%[activator] | / | -2% | -2%
CC1CN(C(=O)Cn2c(C(F)(F)F)nc3ccccc32)CC(C)O1 (configuration not stated)
    -5% | -3% | 2% | 3% | -2% | 10% | -8%[59 µM] | 2% | 9%
COCC(C)N1C(=O)Cc2c1nc(N)c1c(N)nc(N3CCN(c4ccccc4F)CC3)c(C#N)c21 (configuration not stated)
    -16% | ? | -3% | 19% | -11% | 18µM* | ? | ? | -21%
O=C(/C=C/c1cnc2ccccc2n1)NC12CC3CC(CC(C3)C1)C2
    -17% | 10% | -3% | 56µM* | -8% | 2% | ? | -9% | 3%
Cc1ccc(Cn2nc3n(c2=O)-c2cc(Cl)ccc2OC3)cc1
    -5% | / | -16% | -1% | -6% | 7% | 15%[59 µM] | 3% | -10%
C[C@H](CO)N1C[C@H](C)[C@@H](CN(C)C(=O)Nc2ccc(C(F)(F)F)cc2)Oc2c(NS(=O)(=O)c3cn(C)cn3)cccc2C1=O
    -4% | -16% | / | / | / | -8% | / | / | -10%
COc1ccc(N2C(=O)CSC2c2cccc(F)c2)cc1 (configuration not stated)
    -4% | -12% | 3% | 5% | -1% | 16% | 16% | -6% | -12%
CCCCN(C)CCNC(=O)CCn1nc(-c2ccc(Cl)cc2)ccc1=O
    -10% | -20% | 4% | ? | -9% | 1% | 7% | 7% | -4%
COC(C/C=C/C(=O)COCc1ccccc1)OC
    2% | 3% | 3% | -2% | -2% | -10% | 32%[59 µM] | -9% | -5%
CCOC(=O)c1c(NC(=O)CSc2n[nH]c(CNc3ccccc3)n2)sc(C)c1C
    7% | 2% | -5% | 35% | -12% | 0% | -4%[59 µM] | 5% | -9%
O=C(O)[C@@H]1C[C@@H](C(=O)O)N1
    -14%[60.1 µM] | 2%&5%&-2% | / | 18%[57.1 µM] | -2% | 1%[58.9 µM] | 24µM*! | 15% | -3%[57.1 µM]
COc1cc(-c2noc(-c3ccccc3C(=O)NCc3ccco3)n2)cc(OC)c1OC
    -13% | 3% | -24% | -1% | 0% | -5% | 40µM* | -7% | -14%
Cc1ccc(N2C(=O)c3ccc(C(=O)O)cc3C2=O)c(C)c1
    -10% | -2% | -23% | 0% | -2% | 0% | -36%[59 µM] | -4% | -2%
CCCc1cc(=O)oc2cc3oc(C)c(C)c3cc12
    -13% | 0% | 4% | -9% | 0% | 1% | 20% | -7% | -9%
CCn1cc(C(=O)NCc2ccccc2)c(=O)c2cc(S(=O)(=O)N3CCCCC3)ccc21
    3% | / | / | 9% | -6% | ? | -1%[59 µM] | 1% | 6%
Cc1ccc2nc(-c3ccc(O)cc3)oc2c1
    -14% | 44%[activator] | -22% | -20% | -5% | -15% | 14% | -12% | -13%
Cn1cncc1C#Cc1ccc2cc(CCCO)oc(=O)c2c1
    0% | 11% | -1% | / | / | 11% | 9%[0.501 µM] | / | 4%
COc1ccc(C(CCNCc2ccc(N(C)C)cc2)c2ccccc2OC)cc1 (configuration not stated)
    -1% | -2% | 10µM* | 10% | 0% | 8% | 14µM* | -6% | -3%
COc1ccc(N(CC(=O)NC2CC3CCC2C3)S(=O)(=O)c2ccc(C)c([N+](=O)[O-])c2)cc1 (configuration not stated)
    -5% | -11% | -19% | 31% | -9% | 35%[activator] | -19% | -11% | -11%
Cc1cccc(NC(=S)NCCc2ccccn2)c1
    -3% | 2% | -36% | 10% | -2% | ? | -12%[59 µM] | 4% | -23%
COc1ccc(OC)c(C2CC(=O)N(c3cccc(C)c3)C3=C2C(=O)OC3)c1 (configuration not stated)
    -21% | / | ? | -24% | 2% | -1% | 7%[59 µM] | -1% | -11%
CN(CC(O)CN)CC(O)CN1CCCCC1 (configuration not stated)
    -4% | 13% | -8% | 20% | 3% | 21% | 3.5µM* | 0% | -13%
Cc1cc(C)cc(C(=O)/C=C2\NC(=O)CS2)c1
    -12% | 1% | / | 7% | -2% | -16% | 29%[59 µM] | ? | -6%
CC(NC(=O)C(C(=O)c1cccc([N+](=O)[O-])c1)n1cc(Cl)ccc1=O)c1ccccc1 (configuration not stated)
    -15% | -2% | -12% | -23% | -2% | 24% | ? | 7% | -24%
Cc1ccc(S(=O)(=O)NCCC(=O)N2CCCC(C)C2)cc1 (configuration not stated)
    -7% | 5% | 5% | / | / | ? | 0% | / | -4%
CCOC(=O)[C@H]1[C@H]2COc3ccc(OC)cc3[C@@H]2N2C(=O)[C@H](C)NC(=O)[C@@]12C
    -13% | -8% | 14% | / | / | 24% | 0%[0.501 µM] | / | -16%
Cc1ccc(C(=O)Nc2ccc(S(=O)(=O)N3CCCC3)cc2)cc1
    -1% | 87%[activator][12.4 µM] | -2% | -12% | -1% | -9% | 1%[59 µM] | -6% | -19%

Further entries follow.
Values in the order – POLK inh | APE1 inh | BAZ2B block | Pol beta inh | BLM helicase inh | Pol iota inh | G9a block | Apoferritin bind | Pol eta inh
O=C(O)Cc1sc(Nc2ccccc2)nc1-c1ccc(Cl)cc1
    -7% | 6% | -28% | ? | -3% | 52%[activator] | 18µM* | ? | -11%
CC1CCCN(c2ccc(C(=O)Nc3nnc(C4CC4)s3)cc2[N+](=O)[O-])C1 (configuration not stated)
    -3%[60.1 µM] | -2% | -37% | 0% | -2% | 18% | 6%[59 µM] | 2% | -10%
CCCNC(=O)CN1CCN(c2ncc(NC(=O)c3ccc(Cl)cc3)cc2C(=O)O)CC1
    -5%[60.1 µM] | / | 50µM* | ? | -2% | 27% | ? | -4% | ?
O=C(Nc1cnccn1)Nc1ccccc1Cl
    -1% | -3% | 10% | 5% | -7% | 41%[activator] | 5% | -3% | -9%
COc1ccc(C(=O)c2oc3ccccc3c2NC(=O)COc2ccc(C)cc2)cc1
    0%[60.1 µM] | / | 0% | 1% | -6% | -3% | -6%[59 µM] | 16% | 3%
N#CCCN(C(=O)COC(=O)c1cc2ccccc2oc1=O)c1ccccc1
    -1% | -6% | -7% | / | / | 1% | 1%[59 µM] | / | -11%
CC1=C(C(=O)OCc2ccc3c(c2)OCO3)C(c2ccccc2)NC(=O)N1 (configuration not stated)
    -6%[60.1 µM] | 4% | -26% | 1% | -2% | 16% | ? | -22% | -4%
CC(=O)Nc1ccc(NC(=O)CSc2nc3ccccc3c(=O)n2CCCN2CCOCC2)cc1
    0% | 17% | / | / | / | 17% | / | / | -17%
COc1cc(S(=O)(=O)N2CCOCC2)cc(C(=O)OCC(=O)NC2CCCCC2)c1OC
    -10% | -2% | 4% | / | / | 81%[activator] | -8%[12.7 µM] | / | -4%
COC(=O)c1c(NC(=O)CN2CCN(c3ccccc3OC)CC2)c2c(C)cccc2n1C
    / | 2% | 4% | 1% | -3% | / | 4%[59 µM] | -7% | /
Cc1cc(C)nc(SCCC(=O)Nc2ccc(F)cc2)n1
    -15% | -3% | -2% | 4% | -5% | 107%[activator] | 14% | -4% | 13%
CCN1C[C@@H]2[C@@H]3C(=O)N(C)C(=O)[C@@H]3[C@](Cc3ccccc3)(C(=O)OC)N2C1=NC1CCCCC1
    -4% | 6% | / | / | / | ? | / | / | -17%
Cn1c(SC/C=C/c2ccccc2)nnc1-c1cnccn1
    1% | ? | 0% | -18% | 1% | 13% | -36%[59 µM] | 3% | 3%
Cc1ccc(CNC2CCCCC2)s1
    -22% | 38% | -5% | 12% | -1% | 76%[activator] | 17% | 9% | 4%
NC(=O)C1CCN(c2nc(-c3ccccc3)nc3c2oc2ccccc23)CC1
    -2% | -6% | 2% | 1% | 2% | 15% | 17% | -8% | -9%
CN1C(=O)CSC1=NC12CC3CC(CC(C3)C1)C2
    -10% | 3% | 35%[activator] | -2% | -4% | 7% | 43%[59 µM] | ? | -15%
C=CCNC(=S)NCC1COc2ccccc2O1 (configuration not stated)
    -1% | -3% | 1% | -18% | 3% | -4% | 3%[59 µM] | -1% | -18%
O=C(CSc1ncccn1)N1CCC(Cc2ccccc2)CC1
    3% | 2% | -17% | -1% | 2% | 128%[activator] | 9% | ? | -20%
COC(CNc1ccc([N+](=O)[O-])c(NCC(OC)OC)c1C#N)OC
    0% | ? | -15% | 4% | 0% | -2% | -17% | -5% | -5%
CCCOc1ccc(C(=O)NCC(C)(C)N2CCOCC2)cc1
    5% | 1% | / | 0% | 0% | 74%[activator] | -4% | -12% | -21%
Cc1cc(C)c(C)c(OCCN2CCOCC2)c1
    -8% | 3% | -24% | ? | -1% | 9% | 79µM* | -18% | -25%
Cn1cc([N+](=O)[O-])c(C(=O)N/N=C/c2ccccc2)n1
    -2% | -4% | -12% | 17% | 2% | -10% | -2%[59 µM] | -9% | -1%
O=C(O)c1ccc(OCC(O)Cn2c3ccccc3c3ccccc32)cc1 (configuration not stated)
    -5% | 3% | -14% | 8% | 2% | 27% | -8% | -8% | -25%
O=C(CCn1c(=O)c2sccc2n(Cc2cc(=O)n3ccccc3n2)c1=O)NCc1ccco1
    -23% | 0% | 3% | -9% | 2% | -29% | 8% | -6% | -6%

Entries of single compounds, quoted from the list.
CCN1C[C@@H]2[C@@H]3C(=O)N(C)C(=O)[C@@H]3[C@](Cc3ccccc3)(C(=O)OC)N2C1=NC1CCCCC1 as listed: POLK inh = -4%; APE1 inh = 6%; BAZ2B block = /; Pol beta inh = /; BLM helicase inh = /; Pol iota inh = ?; G9a block = /; Apoferritin bind = /; Pol eta inh = -17%
C=CCNC(=S)NCC1COc2ccccc2O1 (configuration not stated) as listed: POLK inh = -1%; APE1 inh = -3%; BAZ2B block = 1%; Pol beta inh = -18%; BLM helicase inh = 3%; Pol iota inh = -4%; G9a block = 3%[59 µM]; Apoferritin bind = -1%; Pol eta inh = -18%
